PKM2 activator: qHTS Assay for Activators of Human Muscle isoform 2 Pyruvate Kinase; Pyruvate kinase PKM (Homo sapiens), P14618; purified PKM2, Kinase-Glo ATP luminescence, activation; response scale: 0% is enzyme alone, no compound; Potency, µM (top dose mostly 57.5 µM), for inactives: at the highest dose activation, hits mostly activators; 260,000 tested, 0.34% active; AID 1631, 2009; further: potency means the concentration at half of the fitted maximal effect; on the % scale 0 is the no-effect control and ±100 the full control effect; nearly all actives have a fitted effect of over 55% in size
Target sequence (P14618 whole entry, looked up, canonical isoform): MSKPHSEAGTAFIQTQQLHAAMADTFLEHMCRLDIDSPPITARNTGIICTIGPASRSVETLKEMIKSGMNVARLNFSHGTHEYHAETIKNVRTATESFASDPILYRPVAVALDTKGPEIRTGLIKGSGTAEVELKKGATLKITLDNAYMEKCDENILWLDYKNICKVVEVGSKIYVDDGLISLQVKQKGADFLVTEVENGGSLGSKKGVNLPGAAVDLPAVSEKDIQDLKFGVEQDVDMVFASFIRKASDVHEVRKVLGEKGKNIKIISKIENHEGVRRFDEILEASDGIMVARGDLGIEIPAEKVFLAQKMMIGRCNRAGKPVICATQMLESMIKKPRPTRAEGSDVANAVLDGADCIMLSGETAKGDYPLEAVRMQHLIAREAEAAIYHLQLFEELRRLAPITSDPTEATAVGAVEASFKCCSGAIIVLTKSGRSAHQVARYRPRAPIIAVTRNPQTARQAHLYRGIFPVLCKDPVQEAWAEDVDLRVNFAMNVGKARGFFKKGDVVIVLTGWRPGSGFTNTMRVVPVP
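hPK-M2, >95% pure; 0.1 mM ADP / 0.5 mM PEP final; imidazole pH7.2 buffer w/ 7 mM MgCl2, 50 mM KCl; 1 h RT; Kinase-Glo lum. Intermediate enzyme activity for dual inhibitor/activator qHTS.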
Mito fusion yeast: qHTS Assay for Small Molecule Inhibitors of Mitochondrial Division or Activators of Mitochondrial Fusion; S. cerevisiae fusion-defective mutant growth rescue, CellTiterGlo 48 h; Potency, µM (doses to about 46.1 µM), for the others: at the top dose growth rescue (activation), most hits filed as activators; 320,000 tested, 0.23% active; AID 485298, 2010;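 further: potency means the concentration at half of the fitted maximal effect; % of control where 0% means no effect; nearly all actives have a fitted effect of over 45% in size; temperature-sensitive fusion mutants such as fzo1-1 at 37 °C on non-fermentable ethanol glycerol medium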
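Growth-rescue viability read-out: after 48 h at the non-permissive 37C in glycerol/ethanol YPEG, yeast mitochondrial fusion mutants are measured by CellTiterGlo luminescence; compounds (23 nl pinned per well) restoring growth score as division inhibitors or fusion activators.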
KCNH2 3.1 block: qHTS for Inhibitors of KCHN2 3.1: Mutant qHTS; Potassium voltage-gated channel subfamily H member 2, brain isoform KCNH2 3.1 (human); U2OS KCNH2 3.1, thallium flux FluxOr; active compounds read low; activity change, % (tested at about 1.8 µM); 340,000 tested, 0.95% active; AID 720553, 2013;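 active means maximum activity change below -70%; inconclusive means maximum activity change from -70% to -50%; inactive means maximum activity change above -50%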;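 further: thallium influx rate constant from kinetic fluorescence after stimulation buffer; on the % scale 0 is the no-effect control and ±100 the full control effect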
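Kinetic fluorescence (2 min after stimulation buffer) measures Tl+ influx through KCNH2 3.1 expressed by viral transduction in U2OS cells; the rate constant is normalized against DMSO controls serving as positive and negative references.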
FLuc modulator: qHTS profiling assay for firefly luciferase inhibitor/activator using purifed enzyme and Km concentrations of substrates (counterscreen for miR-21 project); Luciferin 4-monooxygenase (Photinus pyralis), P08659; Potency, µM (titrated, usually from 57.5 µM), for the others: at the highest dose activity change, negative = inhibition, usual class: inhibitors; 360,000 tested, 6.9% active; purified FLuc, Km substrates, luminescence inhibition;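 further: potency means the concentration at half of the fitted maximal effect; plate controls were vehicle for no effect and reference inhibitor for full effect; nearly all actives have a fitted effect of over 55% in size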
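Biochemical qHTS of compounds, final roughly 60 µM downward over six points, against 10 nM purified firefly luciferase using Km concentrations of substrates (10 uM D-luciferin, 10 uM ATP) in Tris acetate pH 7.5 buffer; luminescence output.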
MBNL1 CUG block: qHTS Assay for Inhibitors of MBNL1-poly(CUG) RNA binding | Muscleblind-like protein 1 (Homo sapiens), Q9NR56 | TR-FRET MBNL1-His/biotin-(CUG)12 binding, 665/545 ratio | Potency, µM (top dose mostly 57.5 µM), for inactives: at the highest dose activity change, negative = inhibition, hits mostly inhibitors | 280,000 tested, 0.036% active | AID 2675, 2010; active means well fitted inhibition curve with a large enough effect in the signal ratio, with a control signal flat, not every such curve was filed as active; inconclusive means small, poorly fitted or top-dose-only effect, or effect the other way, or a change in a side signal; inactive means no such curve, though single readings can be large or run the other way; the % refers to the signal ratio; further: potency means the concentration at half of the fitted maximal effect; on the % scale 0 is the no-effect control and ±100 the full control effect
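Ratiometric TR-FRET (665 over 545 nm, excitation 340 nm) tracks disruption of MBNL1-His/biotin-(CUG)12 complex after 60 min at room temperature, with compounds at 92 nM to 58 uM final.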
ELG1 DNA repair: qHTS screen for small molecules that inhibit ELG1-dependent DNA repair in human embryonic kidney (HEK293T) cells expressing luciferase-tagged ELG1; HEK293T ELG1-luciferase reporter, luminescence, 16 h; DNA damage induced by 5-fluorouridine; Potency, µM (top dose mostly 46.1 µM), for inactives: top-dose activity change, negative = inhibition, hits mostly inhibitors; 330,000 tested, 2.3% active; further: potency means the concentration at half of the fitted maximal effect; on the % scale 0 is the no-effect control and ±100 the full control effect; nearly all actives have a fitted effect of over 55% in size
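Step one: seed 2,000 cells per well. Step two: pin-transfer compound or DMSO alongside 5-fluorouridine. Step three: incubate 16 hr, 37 °C, 5% CO2. Step four: add ONE-Glo, wait 30 min, read luminescence.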
Menin-MLL TR inh: qHTS Assay for Inhibitors Targeting the Menin-MLL Interaction in MLL Related Leukemias: Competition With Texas Red Labeled MLL-derived Mutant Peptide; 270,000 tested, 0.23% active; Menin + Texas Red MLL mutant peptide, fluorescence polarization; O00255; Potency, µM (doses to about 61.6 µM), without a hit: at the highest dose FP activity change, negative = inhibition, actives largely listed as inhibitors; active means well fitted inhibition curve with a large enough effect in the polarisation, with a control signal flat, not every such curve was filed as active; inconclusive means small, poorly fitted or top-dose-only effect, or effect the other way, or a change in a side signal; inactive means no such curve, though single readings can be large or run the other way; the % refers to the polarisation; further: potency means the concentration at half of the fitted maximal effect; % of control where 0% means no effect; many of its hits are not listed in these tables
Target sequence (O00255 whole entry, looked up): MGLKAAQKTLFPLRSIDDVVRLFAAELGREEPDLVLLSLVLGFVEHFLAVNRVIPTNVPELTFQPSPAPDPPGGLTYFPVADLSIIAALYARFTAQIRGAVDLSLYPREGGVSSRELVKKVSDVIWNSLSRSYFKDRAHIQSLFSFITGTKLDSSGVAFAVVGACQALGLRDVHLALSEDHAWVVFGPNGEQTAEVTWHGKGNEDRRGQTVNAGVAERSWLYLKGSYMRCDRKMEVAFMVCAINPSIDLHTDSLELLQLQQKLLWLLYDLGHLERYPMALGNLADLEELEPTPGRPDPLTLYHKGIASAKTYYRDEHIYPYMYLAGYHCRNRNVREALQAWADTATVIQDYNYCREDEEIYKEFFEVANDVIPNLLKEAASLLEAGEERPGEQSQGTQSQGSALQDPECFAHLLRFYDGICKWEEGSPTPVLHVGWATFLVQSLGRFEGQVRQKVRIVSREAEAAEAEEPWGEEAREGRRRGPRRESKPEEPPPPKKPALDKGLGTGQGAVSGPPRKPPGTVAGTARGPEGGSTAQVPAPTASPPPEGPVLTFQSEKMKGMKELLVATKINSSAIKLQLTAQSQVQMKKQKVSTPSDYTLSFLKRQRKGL
Gal4-VP16 FLuc: VP16 counterscreen qHTS for inhibitors of ROR gamma transcriptional activity; AID 2546, 2010; 310,000 tested, 3.5% active; Drosophila S2 Gal4-VP16 UAS-luciferase, luminescence, 20 h; Potency, µM (highest dose often 53.6 µM), inactives show top-dose activity, negative = inhibition, most hits filed as inhibitors;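 further: Gal4-VP16 expression switched on by copper sulfate through the metallothionein promoter; potency means the concentration at half of the fitted maximal effect; on the % scale 0 is the no-effect control and ±100 the full control effect; nearly all actives have a fitted effect of over 50% in size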
Rab9 promoter act: qHTS Assay for Rab9 Promoter Activators; Huh7 Rab9 promoter-luciferase reporter, luminescence, 24 h; Potency, µM (titrated, usually from 9.22 µM), for inactives: top-dose activation, negative = inhibition, most hits filed as activators; 320,000 tested, 2.8% active; further: potency means the concentration at half of the fitted maximal effect; % of control where 0% means no effect; nearly all actives have a fitted effect of over 60% in size
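Huh7 reporter line, Rab9 promoter upstream of luciferase. Compound exposure 24 h at 37 °C in reduced-serum medium with 10% FBS. Read-out: luminescence.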
NPC1 promoter act: qHTS Assay for NPC1 Promoter Activators; AID 485313, 2010; 320,000 tested, 2.4% active; Potency, µM (top dose mostly 9.22 µM), without a hit: top-dose activation, hits mostly activators; Huh7 NPC1 promoter luciferase reporter, 24 h;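 further: potency means the concentration at half of the fitted maximal effect; % of control where 0% means no effect; nearly all actives have a fitted effect of over 60% in size; reporter is driven by a mutant NPC1 promoter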
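Readout is luciferase luminescence, reflecting NPC1 promoter activation in stably transfected Huh7 cells after 24 h compound exposure at 37 °C in reduced-serum medium with 10% FBS.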
RORg inh: qHTS for inhibitors of ROR gamma transcriptional activity; Nuclear receptor ROR-gamma (Mus musculus), P51450; Drosophila S2 Gal4-RORgamma UAS-luciferase reporter, 20 h; Potency, µM (highest dose often 53.6 µM), inactives show top-dose activity change, negative = inhibition, hits mostly inhibitors; 310,000 tested, 5.4% active; further: potency means the concentration at half of the fitted maximal effect; on the % scale 0 is the no-effect control and ±100 the full control effect; nearly all actives have a fitted effect of over 60% in size
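Drosophila Schneider cells stably carrying a metallothionein-driven Gal4 DBD–ROR gamma fusion and a UAS-Photinus luciferase reporter were exposed to compound for 1 hr, then induced with copper sulfate (700 uM final) for 20 hr at ambient temperature before luminescence reading.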
* marks the source's active call; other numbers are inactive results; ? = inconclusive; . = no result given. Unless noted, the call rests on the fitted dose curve; in most records, active means well fitted curve in the direction sought with a large enough effect; inconclusive means small, poorly fitted or top-dose-only effect, or another doubt; inactive means no such curve, though single readings can be large; an effect the other way counts as inactive or inconclusive.

SMILES	PKM2 activator	Mito fusion yeast	KCNH2 3.1 block	FLuc modulator	MBNL1 CUG block	ELG1 DNA repair	Menin-MLL TR inh	Gal4-VP16 FLuc	Rab9 promoter act	NPC1 promoter act	RORg inh
Clc1ccc(-c2csc(N3CCc4ccccc4C3)n2)cc1	-2.4%	-13.7%	-3.5	?	2.4%	15.2%	0.6%	-0.3%	18.4%	5.1%	-41.8%
COc1cc(C(=O)NCCOc2cc(C)cc(C)c2)c(Br)c(OC)c1OC	3.1%	-3.6%	7.0	-0.8%	-7.0%	-26.3%	-25.6%	3.6%	-4.4%	-17.2%	17.4%
CN(CC(=O)Nc1ccc(Cl)cc1)C(=O)CNC(=O)c1ccc(Br)o1	.	6.8%	3.2	-7.1%	.	12.4%	.	.	-3.9%	-2.3%	.
COC(=O)C(C)Sc1nc(N)c(NC(=O)c2ccco2)c(=O)[nH]1 (centres undefined)	-3.1%	13.0%	6.2	-0.5%	-2.9%	-13.4%	-1.3%	-5.0%	7.2%	-0.7%	25.6%
COc1ccc(C(CNC(=O)c2oc3ccc(OC)cc3c2C)N2CCCC2)cc1 (centres undefined)	.	-1.5%	-10.9	-7.7%	.	-16.2%	.	.	-13.5%	-2.4%	.
CCOC(=O)C1CCCCN1S(=O)(=O)c1ccc2c(c1)CC(C)N2C(=O)C1CCC1 (centres undefined)	.	0.4%	7.9	0.0%	1.4%	-6.8%	-6.3%	1.2%	-5.9%	-1.4%	10.5%
COc1ccc(C(=O)NC(=S)Nc2ccc(S(=O)(=O)Nc3cc(OC)ncn3)cc2)cc1	0.4%	-2.6%	-6.2	-15.5%	-2.4%	-5.5%	28.8%	-3.7%	-3.0%	-1.0%	?
Cc1ccc(C(F)(F)F)cc1NC(N)=S	2.9%	3.5%	-17.8	3.3%	.	0.6%	-0.7%	-4.3%	-1.6%	-4.8%	-31.9%
CC(C)OCCCn1c(SCC(=O)N2CCCC2=O)nc2ccccc2c1=O	.	0.9%	4.4	0.8%	.	8.4%	.	.	-3.3%	1.7%	.
N#Cc1nc(-c2ccco2)oc1N1CCN(C(c2ccccc2)c2ccccc2)CC1	-1.4%	22.3%	-15.5	-1.9%	1.1%	-6.7%	-11.5%	8.6%	-2.4%	-1.7%	-5.4%
NC(=O)SCC(=O)Nc1cccc(Cl)c1	1.8%	6.0%	7.5	5.1%	4.7%	15.2%	22.4µM*	?	-0.1%	-2.0%	10µM*
COc1ccc(-c2c(C)n([O-])c3c([n+]2=O)CCCC3)cc1OC	-7.3%	-8.5%	.	-12.7%	3.5%	6.5%	22.3%	1.1%	-3.6%	1.8%	-11.2%
COc1ccc(OC)c(NC(=O)Nc2cc(C(=O)O)ccc2C)c1	-0.6%	-1.6%	7.2	-3.8%	-19.6%	11.0%	-2.0%	-22.4%	-2.3%	-3.2%	-3.7%
Cc1ccc(C(=O)N2CCN(c3ccccn3)CC2)cc1Cl	0.3%	-1.3%	4.4	-4.2%	8.0%	-9.3%	-7.7%	-14.0%	-3.8%	-0.9%	13.7%
CCCCC(=O)Nc1sc2c(c1-c1nc3ccccc3s1)CCN(C(C)=O)C2	10.2%	8.6%	.	0.0%	7.0%	18.4µM*	-27.0%	?	-9.8%	-10.3%	?
COc1ccccc1C(=O)Nc1nc(N)n(-c2ccccc2)n1	-4.1%	-1.1%	6.7	12µM*	2.3%	?	-8.1%	-10.2%	15.5%	1.9%	-6.3%
O=C(CSc1nnc(Nc2ccccc2)s1)NC1CC1	.	1.9%	7.4	?	.	20.6%	.	.	-0.4%	0.3%	.
COc1ccc(/C=N/NC(=O)CCc2n[nH]c(=O)[nH]c2=O)cc1O	-0.5%	-3.4%	3.4	-3.2%	24.5%	11.8%	-10.2%	-2.0%	-5.1%	0.1%	-4.2%
Cc1ccc(CNC(=O)CCCC(=O)c2ccccc2)cc1	.	8.3%	9.8	-19.0%	0.3%	-1.6%	?	-2.1%	-0.9%	-1.7%	10.5%
O=c1[nH]n(-c2ccc(Cl)cc2)c2ncccc12	-13.3%	-3.3%	-5.3	?	6.5%	17.9%	.	-4.5%	-0.7%	3.1%	?
Cc1n[nH]c(=O)c2c(NC(=O)COC(=O)Cc3ccc(Cl)cc3Cl)oc(C)c12	.	-7.1%	10.1	1.8%	.	-0.8%	.	.	-7.3%	-0.3%	.
Cc1nn(C)c(C)c1NS(=O)(=O)c1ccc(Cl)cc1	.	0.2%	-0.2	-1.5%	.	2.3%	.	.	0.6%	-4.5%	.
Nc1cccc(C(=O)Nc2ccc3nc(-c4cccnc4)[nH]c3c2)c1	-1.8%	-2.9%	-2.9	?	-12.6%	-2.8%	0.9%	-16.0%	0.1%	-2.1%	-3.7%
CCCc1nnc(NC(=O)NCCN2C(=O)C3C4C=CC(C4)C3C2=O)s1 (centres undefined)	-2.2%	-6.4%	-0.8	9.3%	-4.0%	11.4%	-1.4%	13.2%	2.3%	-1.8%	?
CSCCC(NC(=O)c1cccc(C)c1)C(=O)OCC(=O)NC(=O)c1cccn1C (centres undefined)	1.8%	-6.7%	6.3	?	-11.4%	1.9%	-2.9%	28.2%	-3.7%	0.2%	39.1%
Cc1c(C(=O)NCc2ccc3c(c2)OCO3)oc2ccc(Br)cc12	10.2%	22.2%	-1.9	-16.2%	-5.1%	-1.7%	10.2%	2.2%	0.9%	0.5%	8.6%
CC1Cc2cc(S(=O)(=O)NCc3ccccc3)ccc2N1C(=O)C1CC1 (centres undefined)	.	-0.5%	4.4	1.4%	-0.9%	-4.5%	-7.1%	?	3.0%	-3.8%	6.9%
Cc1nn(C)cc1CN(C)C(=O)c1nn2c(c1Br)NC(c1cccs1)CC2C(F)(F)F (centres undefined)	0.5%	-8.3%	21.5	-0.2%	1.8%	?	-17.3%	5.8%	1.6%	-2.1%	?
COc1cccc(NC=C2C(=O)OC3(CCCCC3)OC2=O)c1	-1.2%	-15.0%	3.7	?	-10.7%	?	10.0%	-0.6%	11.9%	0.3%	4.0%
CC(Sc1nnc2c(n1)[nH]c1ccccc12)C(=O)NC1CCCCC1 (centres undefined)	.	1.0%	18.8	-11.4%	?	?	.	?	-27.0%	-21.7%	43.4%
COc1ccc(OC(C)C(=O)N(C)Cc2nc(-c3cccc(C)c3)no2)cc1 (centres undefined)	1.8%	-3.8%	14.4	0.0%	-2.0%	?	-15.7%	-4.8%	-1.9%	-5.9%	8.4%
CN(c1ccccc1)S(=O)(=O)c1ccc(C(=O)N2CCc3ccccc3C2)cc1	-2.7%	-1.3%	-17.6	4.6%	.	?	-1.9%	3.2%	-0.5%	-4.9%	?
Brc1ccc(-c2nnc3ccc(Nc4ccccc4)nn23)cc1	-0.4%	-6.7%	.	0.1%	-0.4%	18.6%	1.5%	?	-2.9%	-4.8%	28.5%
O=[N+]([O-])c1cc(C=Nc2ccc3ccccc3c2)ccc1Br	-10.5%	5.4%	-23.2	?	20.7%	?	?	?	6.3%	6.4%	20µM*
O=C(COc1coc(CN2CCN(c3ccc(F)cc3)CC2)cc1=O)NCC1CCCO1 (centres undefined)	.	-4.3%	-3.7	-0.8%	.	14.8%	.	.	-0.4%	-5.0%	.
O=[N+]([O-])c1ccc2c(c1)C(N1CCOCC1)/C(=C/COc1ccc3ccccc3c1Br)O2 (centres undefined)	-1.3%	-0.5%	-10.1	5.1%	8.2%	-22.4%	2.3%	-6.3%	-3.6%	-0.4%	-1.1%
CC1C(=O)Nc2ccccc2N1C(=O)c1ccc(Cl)cc1 (centres undefined)	.	-3.3%	-3.0	1.3%	-8.4%	3.1%	10.7%	-9.9%	-5.4%	1.2%	13.1%

A portion of the library; rates above refer to the full screens.
